# Bioassay records (PubChem BioAssay)
# Tn7 DDE FP: inhibitors of Tn7 peptide binding to human fibrin DD(E); P02675; FP displacement of FITC-Tn7 peptide from fibrin DD(E); 0% = median of compound wells per plate; inhibition, % at 8.3 µM; 370,000 tested, 0.13% active; AID 720508;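 active = inhibition above the mean of compounds falling within the control limits plus 3 SD of them, cut at about 14% in these data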;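 also: 0% = plate median of compound wells and 100% = 10 µM Aha-Tn7 peptide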
# Target sequence (P02675 whole entry, looked up): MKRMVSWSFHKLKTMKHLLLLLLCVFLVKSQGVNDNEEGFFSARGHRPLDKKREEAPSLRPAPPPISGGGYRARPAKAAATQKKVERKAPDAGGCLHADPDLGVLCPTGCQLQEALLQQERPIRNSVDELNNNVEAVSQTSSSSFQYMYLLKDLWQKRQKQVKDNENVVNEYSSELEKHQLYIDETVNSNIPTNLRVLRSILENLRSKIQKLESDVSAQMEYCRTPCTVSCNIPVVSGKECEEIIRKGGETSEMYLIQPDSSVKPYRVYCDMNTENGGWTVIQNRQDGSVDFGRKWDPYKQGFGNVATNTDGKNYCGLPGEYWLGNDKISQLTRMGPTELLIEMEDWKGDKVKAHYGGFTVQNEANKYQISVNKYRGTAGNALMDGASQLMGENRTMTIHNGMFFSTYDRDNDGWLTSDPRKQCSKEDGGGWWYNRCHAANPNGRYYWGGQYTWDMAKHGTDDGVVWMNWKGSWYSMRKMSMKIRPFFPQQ
#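 assay system = human clot-derived fibrin DD(E) complex | quantity = Fibrin-DD(E) at 2 µM final | timing = 10 min preincubation, 3 h with tracer, room temperature | signal = fluorescence polarization | measure = percent inhibition | benchmarks = high control wells with 10 µM unlabelled Aha-Tn7 peptide (full inhibition) | replicates = singlicate testing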
# proKLK7 act: activators of human kallikrein-7 zymogen. 370,000 tested, 0.9% active. activation, % at 7 µM. purified proKLK7, EDANS-DABCYL substrate fluorescence; 100% is mature enzyme control, 0% vehicle;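 active = activation above the mean of all tested compounds plus 3 SD, computed per campaign excluding outliers beyond control limits, cut at about 13% in these data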
# DDE Tn6 FP inh: disrupts Tn6 cyclic peptide binding to fibrin D-Dimer-E complex. 370,000 tested, 0.21% active. AID 720509. Fibrin DD(E) TRITC-Tn6 fluorescence polarization displacement. inhibition, % at 8.3 µM. P02675;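 active = inhibition above a per-campaign cutoff: mean of compounds within control limits plus 3 SD, cut at about 15% in these data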;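 also: 0% = median of all compound wells on the plate and 100% = blocking peptide control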
# UHRF1 binding: UHRF1 methyl-DNA binding inhibition; Q96T88; UHRF1 binding to methylated oligo, TR-FRET; inhibition, % at 4.4 µM; 370,000 tested, 0.75% active; in the data active = inhibition above about 21%;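 also: UHRF1 SRA domain binding a hemimethylated CpG hairpin DNA probe; 0% = median of test compound wells and 100% = reference inhibitor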
# PRMT1 inh: inhibitors of human PRMT1; recombinant PRMT1, activity-based probe fluorescence polarization; inhibition, % at 2.79 µM; Q99873; 370,000 tested, 1.3% active;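 active = inhibition above about 21% made by adding two undisclosed values, limit read from the data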
# Target sequence (Q99873 whole entry, looked up): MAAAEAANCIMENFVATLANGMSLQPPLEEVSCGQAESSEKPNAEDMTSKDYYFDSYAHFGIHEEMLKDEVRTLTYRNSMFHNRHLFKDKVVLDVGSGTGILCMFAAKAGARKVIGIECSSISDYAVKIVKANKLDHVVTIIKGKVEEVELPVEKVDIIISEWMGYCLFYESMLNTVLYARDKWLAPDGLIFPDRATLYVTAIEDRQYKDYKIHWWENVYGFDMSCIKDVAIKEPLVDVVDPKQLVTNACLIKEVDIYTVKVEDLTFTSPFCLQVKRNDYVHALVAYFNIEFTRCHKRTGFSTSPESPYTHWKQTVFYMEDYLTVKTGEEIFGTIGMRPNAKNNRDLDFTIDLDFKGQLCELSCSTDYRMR
# TCR CD3 inh: inhibitors of human TCR-CD3 interaction; TAMRA-labeled TCR probe fluorescence, biochemical; 360,000 tested, 0.37% active; inhibition, % at 9.4 µM; in the data active = inhibition above about 19%;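 also: recombinant mutant TCR 2C K166C tagged with TAMRA read by polarization; 0% = receptor in buffer alone and 100% = receptor with positive control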
# SIAE inh: blocks human sialic acid acetylesterase. AID 1053197. Q9HAT2. 370,000 tested, 0.69% active. inhibition, % at 9.66 µM. SIAE FP-Rh probe binding, fluorescence polarization;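 active = inhibition above a cutoff: mean of compounds within the control limits plus 3 SD of those, cut at about 17% in these data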;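 also: 0% = plate median of compound wells and 100% = probe without SIAE protein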
# MBD2 DNA inh: blocks human MBD2 binding to methylated DNA; AID 686964; TR-FRET, MBD2 binding to methylated oligonucleotide; inhibition, % at 4.4 µM; 370,000 tested, 0.31% active; Q9UBB5; in the data active = inhibition above about 13%
# TDP2 absorb: blocks human TDP2 phosphodiesterase activity; O95551; recombinant TDP2, T5PNP hydrolysis, p-nitrophenol absorbance 415 nm; inhibition, % at 12.8 µM; 370,000 tested, 0.34% active;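 active = inhibition above the mean of all tested compounds plus 3 SD, set per campaign, cut at about 25% in these data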;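 also: 0% = DMSO with enzyme and 100% = buffer with substrate but no TDP2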
#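 Read-out basis: percent inhibition. System: recombinant human TDP2. Buffer or medium: Mg2+-containing Tris-HCl buffer, pH 7.5. Repeats: single replicate. Timing: reaction 2 h, 37 °C. Benchmarks: high control without enzyme, low control DMSO plus TDP2. Probe or stimulus: 5 mM T5PNP. Doses: 12.8 µM only. Measured by: epi absorbance of p-nitrophenol freed from T5PNP by hydrolysis.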
# LEDGF integ inh: blocks HIV-1 LEDGF/p75-dependent DNA integration. TR-FRET IN-LEDGF/p75 DNA integration, Eu/Cy5. inhibition, % at 3.7 µM. 370,000 tested, 0.64% active. AID 743269;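 active = inhibition above the screen-wide mean plus 3 SD, cut at about 13% in these data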;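 also: signal is the Cy5 over europium emission ratio at 671 and 618 nm; 0% = plate median of compound wells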
# The depositor's hits bear a star; / = no result given.
# The opening 13 entries, to show the layout:
SMILES,Tn7 DDE FP,proKLK7 act,DDE Tn6 FP inh,UHRF1 binding,PRMT1 inh,TCR CD3 inh,SIAE inh,MBD2 DNA inh,TDP2 absorb,LEDGF integ inh
Cc1cc(NC(=O)CN(C)CC(=O)Nc2ccc(Cl)c(C(F)(F)F)c2)no1,-8,0.4,5,1,-6,-4,-6,3,0,1
CC(=O)NCc1ccc(S(=O)(=O)NC2CCN(Cc3ccccc3)CC2)cc1,6,0.2,-2,16,0,1,2,5,3,2
C[C@@H](C(=O)Nc1cccc(S(=O)(=O)N2CCOCC2)c1)N1C(=O)C2CC=CCC2C1=O (stereo not given in full),-9,0.0,-6,4,-3,-6,-2,-2,-14,3
O=C(CCCN=C1NS(=O)(=O)c2ccccc21)Nc1ccc(Cl)cc1,-8,-1.0,-6,0,-2,-3,-4,2,-1,3
Cc1onc(-c2ccccc2Cl)c1C(=O)N(C)Cc1ccccc1,-2,-0.9,6,1,2,-2,-2,0,-8,4
O=C(NNC(=O)c1ccccc1Br)c1cccc(Cl)c1,-3,-0.3,-1,-3,-6,-3,1,-3,-1,2
Cc1ccccc1NC(=O)CCc1c(C)nn(-c2ccc(N3CCOCC3)nn2)c1C,2,0.0,5,4,-3,9,-15,4,-26,5
CC(NC(=O)Cn1cccc1)c1ccccc1 (stereo not given),-6,-0.3,-5,1,4,-7,5,11,-1,2
O=C(O)c1ccc(/C=N/Nc2ccc(Cl)nn2)cc1,0,-0.1,4,1,0,1,4,3,-4,21*
C=CCC[C@@H](Cc1ccc(F)cc1)C(=O)OC[C@H](C)NC(=O)[C@@H](CC=C)CC(=O)N(CCO)Cc1ccccc1,0,-0.3,1,-1,-3,0,-5,-9,-16,4
CCOC(=O)c1ccc(Cn2c(-c3ccccc3)nnc2-c2ccccc2)o1,4,0.1,3,-3,1,9,-7,-2,-10,-2
Cc1ccc(NNc2c(C)nc3ccccc3nc2=O)cc1,2,0.0,1,2,3,-2,1,2,10,4
CC(NC(=O)COC(=O)c1cc2ccccc2cc1O)c1ccccc1 (stereo not given),7,12,7,0,-1,0,-7,3,5,-3

# The listing (from the top)
SMILES,Tn7 DDE FP,proKLK7 act,DDE Tn6 FP inh,UHRF1 binding,PRMT1 inh,TCR CD3 inh,SIAE inh,MBD2 DNA inh,TDP2 absorb,LEDGF integ inh
Cc1cc(NC(=O)CN(C)CC(=O)Nc2ccc(Cl)c(C(F)(F)F)c2)no1,-8,0.4,5,1,-6,-4,-6,3,0,1
CC(=O)NCc1ccc(S(=O)(=O)NC2CCN(Cc3ccccc3)CC2)cc1,6,0.2,-2,16,0,1,2,5,3,2
C[C@@H](C(=O)Nc1cccc(S(=O)(=O)N2CCOCC2)c1)N1C(=O)C2CC=CCC2C1=O (stereo not given in full),-9,0.0,-6,4,-3,-6,-2,-2,-14,3
O=C(CCCN=C1NS(=O)(=O)c2ccccc21)Nc1ccc(Cl)cc1,-8,-1.0,-6,0,-2,-3,-4,2,-1,3
Cc1onc(-c2ccccc2Cl)c1C(=O)N(C)Cc1ccccc1,-2,-0.9,6,1,2,-2,-2,0,-8,4
O=C(NNC(=O)c1ccccc1Br)c1cccc(Cl)c1,-3,-0.3,-1,-3,-6,-3,1,-3,-1,2
Cc1ccccc1NC(=O)CCc1c(C)nn(-c2ccc(N3CCOCC3)nn2)c1C,2,0.0,5,4,-3,9,-15,4,-26,5
CC(NC(=O)Cn1cccc1)c1ccccc1 (stereo not given),-6,-0.3,-5,1,4,-7,5,11,-1,2
O=C(O)c1ccc(/C=N/Nc2ccc(Cl)nn2)cc1,0,-0.1,4,1,0,1,4,3,-4,21*
C=CCC[C@@H](Cc1ccc(F)cc1)C(=O)OC[C@H](C)NC(=O)[C@@H](CC=C)CC(=O)N(CCO)Cc1ccccc1,0,-0.3,1,-1,-3,0,-5,-9,-16,4
CCOC(=O)c1ccc(Cn2c(-c3ccccc3)nnc2-c2ccccc2)o1,4,0.1,3,-3,1,9,-7,-2,-10,-2
Cc1ccc(NNc2c(C)nc3ccccc3nc2=O)cc1,2,0.0,1,2,3,-2,1,2,10,4
CC(NC(=O)COC(=O)c1cc2ccccc2cc1O)c1ccccc1 (stereo not given),7,12,7,0,-1,0,-7,3,5,-3
CCOC(=O)c1sc2nc[nH]c(=O)c2c1C,-3,-1.4,2,-4,0,3,6,-3,6,1
Cc1nn(-c2ccccc2)c2sc(C(=O)N3CCOCC3)cc12,2,-0.1,1,3,1,2,-2,0,4,-1
CN(CC(=O)NC1CCCC1)S(=O)(=O)c1cnc[nH]1,0,0.0,8,0,-6,2,1,0,2,3
O=C(NCc1ccccc1)/C(=C\c1ccc(O)cc1)NC(=O)c1ccco1,2,-0.2,5,-2,5,2,5,2,-5,-2
O=c1c2ccccc2c(=O)n(-c2ccccc2)n1CCCCBr,4,0.4,9,-1,-2,4,1,5,13,4
CN(C)CCCNC(=O)C[C@H]1C[C@H](C(=O)N2CCCCC2)[C@@]2(C)c3[nH]c4ccc(Cl)cc4c3CCN2C1=O,3,0.0,6,-1,0,-4,-2,0,-7,-2
CC(=O)c1ccc(OCCCC(=O)n2nnc3ccccc32)cc1,-5,-0.2,5,-4,-1,0,6,-4,-2,2
C=CCN1C(=O)[C@@H](CC(=O)N2CCN(C(=O)c3ccco3)CC2)[C@]2(C(=O)OCC)CCCCC/C=C/12,5,0.8,3,-1,-1,/,1,1,9,-2
CCN(CC)S(=O)(=O)c1ccc(C(=O)Nc2ccc3c(c2)OCCO3)cc1,0,0.0,-12,-3,1,5,5,1,-5,1
COc1cccc(OC)c1C(=O)N[C@@H]1C(=O)N2[C@@H]1SC(C)(C)[C@@H]2C(=O)O,3,0.2,1,5,1,7,5,3,-1,3
CCCS(=O)(=O)c1nc(C)cc(C)c1S(C)(=O)=O,7,-1.0,-2,-1,-3,6,1,-1,7,1
O=C(NCc1ccccc1)C(c1ccco1)N1CCN(C(=O)C2CCCO2)CC1 (stereo not given),9,-0.1,12,1,2,6,-3,1,8,-4
CSc1ccc(S(=O)(=O)Nc2ccc3c4c(cccc24)CC3)cc1,8,-0.1,5,6,-3,8,-16,6,-4,-3
CCOC(=O)c1cccc(NC(=O)CCc2nnc3ccc(N4CCN(C)CC4)nn23)c1,-4,0.3,1,9,5,1,-1,7,11,0
COc1ccc(NC2CCCN(C(=O)CN3CCOC3=O)C2)cc1 (stereo not given),-6,0.2,6,-2,1,3,4,-1,0,1
O=C1NC(=S)N/C1=C/c1ccc2ccccc2c1,-1,-0.1,7,2,-2,-1,-5,0,12,-4
C/C(=N\NC(=O)c1ccncc1)C12CC3CC(CC(C3)C1)C2,4,-0.5,-2,1,1,-7,-1,3,-8,-6
CC(=O)Nc1cccc(-n2nnc(SCC(N)=O)n2)c1,-5,-0.3,2,1,-1,-2,-5,-2,-2,0
COc1cc(CN2CCCC(C(=O)N3CCc4ccccc4C3)C2)cc(OC)c1OC (stereo not given),7,-0.4,5,1,0,2,-6,1,4,0
COc1ccc(S(=O)(=O)Nc2nnc(Cc3ccc(OC)c(OC)c3)s2)cc1,-1,0.1,4,0,9,-8,1,1,-5,-2
CC(=O)c1ccc(S(=O)(=O)N(CCCO)Cc2cc3cc4c(cc3[nH]c2=O)OCCO4)cc1,-3,0.4,3,1,-4,3,-6,-3,5,2
Cn1nc(C(=O)NC(C)(C)C)c2ccccc21,2,-0.6,4,0,0,7,0,0,-8,1
CC1CN(C(=O)c2cccn(Cc3c(Cl)cccc3Cl)c2=O)CC(C)O1 (stereo not given),0,-0.7,-10,6,4,3,-2,1,-7,-6
CCN1CCN(C(c2cc3cccc(C)c3[nH]c2=O)c2nnnn2Cc2ccccc2)CC1 (stereo not given),-3,1.3,0,1,6,-7,-1,-4,0,7
Cc1cccc(OCC(=O)Nc2ccncc2)c1,-6,-0.4,5,-1,-4,4,3,-6,-5,2
CC(=O)Nc1ccc(-c2csc(NC(C)c3ccccc3)n2)cc1 (stereo not given),0,0.2,-9,-2,-4,-2,0,-1,13,5
Cc1ccccc1NC(=O)c1ccc2nccnc2c1,-4,-0.2,-4,1,1,11,-2,16*,4,2
CCOC(=O)c1c(S(=O)(=O)NC2CCN(C(=O)OCC)CC2)c(C)n(C)c1C,4,0.4,-2,5,0,3,-2,2,0,3
CSCCNCc1c(C(=O)N2CCOCC2)nc2c(C)cccn12,-1,-0.5,0,-1,-4,-8,0,2,2,0
CC(C)(O)C#Cc1ccc(CN2CCN(Cc3ccsc3)C(CCO)C2)s1 (stereo not given),-6,-0.3,-1,0,-1,7,2,0,-1,-3
Cc1nn(C)cc1CN1CCC(n2nccc2NC(=O)CCCc2ccccc2)CC1,1,0.2,10,1,1,0,2,-1,-11,-5

# No enrichment for hits. About 4.6% of those tested had a hit in this group.
